HCMV inh: blocks human cytomegalovirus replication; HFF cells, HCMV-luciferase reporter, 72 h; active compounds read low; activity change, negative = inhibition, % at 57.5 µM; actives 4.5% (n = 410,000); in the data active = activity change below about -60%; inconclusive = no clear call, values can overlap the other calls; inactive = above about -39%
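Luciferase read-out from HCMV-luciferase-infected HFFs (MOI 1 PFU/cell) 72 h post infection at 37C; compounds added after 16 h cell attachment; activity normalized between buffer-only basal and Salinomycin (10uM) inhibitor controls.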
LmPK inh: LmPK (Leishmania mexicana) enzyme inhibition. Q27686. purified LmPK, Kinase-Glo ATP luminescence, 1 h. Potency, µM (top dose mostly 57.5 µM), for inactives: at the highest dose activity change, negative = inhibition, usual class: inhibitors. actives 0.37% (n = 290,000); note: potency is the fitted concentration of half-maximal effect
Target sequence (Q27686 whole entry, looked up): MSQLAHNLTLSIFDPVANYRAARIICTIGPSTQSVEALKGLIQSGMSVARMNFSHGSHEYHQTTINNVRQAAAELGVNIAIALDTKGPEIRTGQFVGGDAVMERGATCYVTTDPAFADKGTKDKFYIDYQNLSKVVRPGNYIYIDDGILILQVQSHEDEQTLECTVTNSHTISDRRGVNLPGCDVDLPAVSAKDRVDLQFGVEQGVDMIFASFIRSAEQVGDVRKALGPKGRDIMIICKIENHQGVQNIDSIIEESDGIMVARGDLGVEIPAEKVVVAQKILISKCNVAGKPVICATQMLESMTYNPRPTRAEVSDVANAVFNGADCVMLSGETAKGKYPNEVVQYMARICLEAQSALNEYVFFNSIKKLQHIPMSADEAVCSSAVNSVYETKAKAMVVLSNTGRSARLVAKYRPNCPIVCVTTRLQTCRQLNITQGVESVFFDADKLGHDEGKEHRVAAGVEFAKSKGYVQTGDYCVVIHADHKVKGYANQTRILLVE
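ATP generated from ADP (0.1 mM) and PEP (0.5 mM) by 0.1 nM LmPK over 1 h at room temperature (pH 7.2 imidazole buffer) was detected by coupled luciferase luminescence. Values were normalized to uninhibited and no-enzyme wells.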
HCV inhibitor: HCV inhibition | Huh7.5.1 HCVcc-Cre infection, luciferase reporter, 44 h | Potency, µM (highest dose often 41.8 µM), inactives show at the highest dose activity change, negative = inhibition, hits mostly inhibitors | actives 3.4% (n = 340,000); note: potency is the fitted concentration of half-maximal effect
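Luciferase read-out (15 sec integration) after a 15 min room-temperature substrate step quantifies HCVcc-Cre infection. Cells, 1,000 per well, had compound added 4 h post-plating, then virus at ~0.5 moi, and were cultured 44 h.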
AmpC inh detg: AmpC beta-lactamase inhibition with detergent present; AmpC hydrolysis of nitrocefin, absorbance 480 nm, 0.01% Triton; actives 0.041% (n = 370,000); Potency, µM (top dose mostly 114 µM), for the others: top-dose activity change, negative = inhibition, hits mostly inhibitors; AID 485294; P00811;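 note: potency is the fitted concentration of half-maximal effect; 0% = no-compound wells and -100% = no-enzyme wells; nearly all actives have a fitted effect of over 25% in size; some results filed as inactive show a strong effect at the top dose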
Target sequence (P00811 whole entry, looked up): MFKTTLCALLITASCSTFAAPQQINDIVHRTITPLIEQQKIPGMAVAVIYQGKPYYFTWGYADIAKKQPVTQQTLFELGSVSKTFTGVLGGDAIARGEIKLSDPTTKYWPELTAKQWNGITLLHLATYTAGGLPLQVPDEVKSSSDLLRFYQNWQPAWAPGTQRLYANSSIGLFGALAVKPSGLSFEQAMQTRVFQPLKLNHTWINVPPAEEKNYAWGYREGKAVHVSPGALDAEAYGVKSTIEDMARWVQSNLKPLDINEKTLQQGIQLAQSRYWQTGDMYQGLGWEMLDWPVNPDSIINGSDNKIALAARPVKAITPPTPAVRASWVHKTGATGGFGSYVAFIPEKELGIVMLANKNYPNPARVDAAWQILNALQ
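20 mM phosphate pH 7.0 + 0.01% (detergent screen) or 0.0001% Triton X-100; 5.3 nM AmpC reagent; cpd preinc 15 min RT; nitrocefin (800 uM stock) to start; A480 q20 s × 4 min; Activity was normalised to no-enzyme and no-compound control wells.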
Tb PYK inh: T. brucei pyruvate kinase inhibition; actives 0.12% (n = 410,000); TbPYK enzyme, Kinase-Glo Plus ATP luminescence, 45 min; Q57TT1; Potency, µM (top dose mostly 76.8 µM), for the others: at the highest dose activity, negative = inhibition, hits mostly inhibitors; AID 624173; note: potency is the fitted concentration of half-maximal effect; nearly all actives have a fitted effect of over 50% in size
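T. brucei PYK with substrate was exposed to pin-transferred compounds across a concentration series, then started with 130 uM ADP (final). After 45 min at room temperature, Kinase-Glo Plus luminescence was read, normalized and curve-fitted.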
AMA1-RON2 inh: inhibitors of Plasmodium falciparum AMA1-RON2 interaction | AlphaScreen AMA1-biotinylated RON2 peptide binding | Potency, µM (top dose mostly 58.2 µM), for inactives: at the highest dose activity change, negative = inhibition, most hits filed as inhibitors | actives 0.2% (n = 360,000) | AID 720542;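 note: potency is the fitted concentration of half-maximal effect; 0% = vehicle wells and -100% = peptide control; nearly all actives have a fitted effect of over 45% in size; some results filed as inactive show a strong effect at the top dose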
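AMA1 (3D7) with his tag at 25 nM final met compounds first, then biotinylated RON2 peptide at 25 nM; detection used donor plus acceptor beads, 10 µg/mL apiece, read by AlphaScreen after 30 min at room temperature.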
AmpC inh no detg: blocks E. coli AmpC beta-lactamase in detergent-free assay; actives 0.52% (n = 330,000); Potency, µM (top dose mostly 57.1 µM), inactives show at the top dose activity change, negative = inhibition, hits mostly inhibitors; AID 485341; AmpC nitrocefin hydrolysis, absorbance 480 nm, 0.0001% Triton;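 note: potency is the fitted concentration of half-maximal effect; plate controls were no compound for no effect and no enzyme for full effect; nearly all actives have a fitted effect of over 20% in size; some results filed as inactive show a strong effect at the top dose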
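20 mM phosphate pH 7.0 + 0.01% (detergent screen) or 0.0001% Triton X-100; 5.3 nM AmpC reagent; cpd preinc 15 min RT; nitrocefin (800 uM stock) to start; A480 q20 s × 4 min; Activity was normalised to no-enzyme and no-compound control wells.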
Active calls of the source: *; ? = inconclusive; · = no result given; & = joins results of further samples; [ ] = remark or other dose. Unless noted, calls come from the whole dose curve; as a rule, active = well fitted curve in the direction sought with a large enough effect; inconclusive = small, poorly fitted or top-dose-only effect, or another doubt; inactive = no such curve, though single readings can be large; an effect the other way counts as inactive or inconclusive. Unless noted, % is set by controls: 0 for no effect and ±100 for the full control effect.

SMILES | HCMV inh | LmPK inh | HCV inhibitor | AmpC inh detg | Tb PYK inh | AMA1-RON2 inh | AmpC inh no detg
O=C(c1cc(-c2ccncc2)nc2ccc(Br)cc12)N1CCN(Cc2ccc3c(c2)OCO3)CC1 | 0 | -2% | -18% | -2% | 1% | -1% | 9%
COC(=O)c1ccccc1NC(=O)CN(c1ccc(OC)cc1)S(C)(=O)=O | 87 | -2% | -24% | ? | -4% | 1% | 30%
O=C(CCN1CCCCC1)c1ccccc1 | -26 | 4% | -6% | -7% | -6% | -4% | -5%
Cc1cccc(C(=O)O/N=C(\N)c2cccc([N+](=O)[O-])c2)c1 | 41 | -1% | ? | -8% | 2% | -3% | -23%
CCOc1ccc(S(=O)(=O)N(CC(=O)NCCSCc2ccccc2)c2ccccc2)cc1 | ? | · | · | -4% | 1% | · | ·
Cc1ccc(C)c(N2CCN(S(=O)(=O)c3ccc4c(c3)oc(=O)n4C)CC2)c1 | -32 | 2% | ? | -19% | -12% | -9% | -20%
COc1ccc(S(=O)(=O)N2CCC(C(N)=O)CC2)cc1 | 19 | · | 6% | · | 2% | 0% | ·
O=C(O)/C=C/c1ccc(S(=O)(=O)NCc2ccco2)cc1 | 28 | 2% | 11% | -13% | -18% | -4% | 20%
CCOc1ccc(/C=C/c2nc(C#N)c(NCc3ccc(OC)cc3)o2)cc1 | 8 | · | · | 21% | 6% | · | ·
Cc1ccccc1C1NC(=S)NC2=C1C(=O)CC(C)(C)C2 (stereo unspecified) | 68 | -10% | 15% | ? | 0% | 16% | -20%
COc1ccc(OCc2cc(C(=O)NCCN3CCCC(O)C3)no2)c(Cl)c1 (stereo unspecified) | 47 | 2% | ? | 4% | 0% | -3% | 33%
COc1ccc(S(=O)(=O)Nc2cc(C(=O)NC3CCCCCC3)ccc2N2CCOCC2)cc1 | · | -3% | -17% | -13% | 2% | -9% | 120%[activator]
CCc1cc(C(=O)NNC(=S)NCc2ccccc2)cs1 | 59 | -1% | 0% | -4% | -4% | 81%[activator] | -35%
CCc1nn(C(C)C(=O)NCc2ccc(Cl)cc2)c(=O)c2cc3occc3n12 (stereo unspecified) | -3 | 1% | ? | 3% | 1% | -4% | 20%
COc1ccc(S(=O)(=O)NCC(c2ccc(F)cc2)N2CCOCC2)cc1Br (stereo unspecified) | -16 | · | -2% | -14% | -5% | 0% | 59%
COc1ccc(NC(=O)CSc2nc3ccsc3c(=O)n2CCCCCC(=O)O)cc1 | 29 | 5%[11.5 µM] | 13% | -2% | 6% | -3% | -49%
CSc1nc2ccc(NC(=O)c3c(-c4ccccc4)noc3C)cc2s1 | -20 | 5% | -15% | -1% | 0% | 24% | -15%
Cc1cc(F)ccc1S(=O)(=O)N(CC(=O)N1CCOCC1)CC(=O)N1CCOCC1 | -21 | · | 11% | · | 6% | 32%[activator] | -4%
Cc1ccc(NC(=O)NNC(=O)Cn2nc(-c3ccccc3)c(-c3ccccc3)c(C#N)c2=O)cc1 | -40 | 1% | -17% | -3% | -2% | -1% | -37%
CCCCCn1c(=O)c(C(=O)Nc2cc(C)ccn2)c(O)c2ccccc21 | 2 | 3% | ? | ? | 4% | 10% | -19%
CC1(C(=O)NS(=O)(=O)c2ccc(F)cc2F)CCN1C(=O)Cc1ccccc1 (stereo unspecified) | 8 | · | · | · | 0% | 10% | ·
CC(C)CNC(=O)c1cccc(NC(=O)C(C)C)c1 | -29 | 2% | 1% | 0% | -6% | 12% | -6%
Cc1ccc(NC(=O)C(C)N=C2NS(=O)(=O)c3ccccc32)cc1F (stereo unspecified) | 26 | -1% | -7% | -14% | 4% | -11% | -25%
CCOC(=O)c1scc(-c2ccc(C)cc2)c1S(=O)(=O)Nc1cc(Cl)ccc1OC | -22 | · | · | 22% | -23% | · | ·

Retrieved one by one from the entries so far (2):
SMILES | HCMV inh | LmPK inh | HCV inhibitor | AmpC inh detg | Tb PYK inh | AMA1-RON2 inh | AmpC inh no detg
Cc1cc(F)ccc1S(=O)(=O)N(CC(=O)N1CCOCC1)CC(=O)N1CCOCC1 | -21 | · | 11% | · | 6% | 32%[activator] | -4%
CCOc1ccc(S(=O)(=O)N(CC(=O)NCCSCc2ccccc2)c2ccccc2)cc1 | ? | · | · | -4% | 1% | · | ·

More entries follow.
SMILES | HCMV inh | LmPK inh | HCV inhibitor | AmpC inh detg | Tb PYK inh | AMA1-RON2 inh | AmpC inh no detg
c1ccc(N2CCN(Cc3nnnn3C3CCCCC3)CC2)cc1 | 30 | 5% | 17% | -3% | -3% | -3% | 87%[activator]
Cc1nc2nc(SCC(=O)C(C)(C)C)[nH]c2cc1Br | 12 | 2% | -14% | -18% | -2% | -6% | -19%
COCCNC(=O)c1ccc(S(=O)(=O)c2ccc(Cl)cc2)c(NC(C)=O)c1 | -2 | 1% | 6% | 1% | -9% | -1% | -18%
CN(CC(=O)Nc1ccccc1Cl)C(=O)c1cccc(S(=O)(=O)N2CCN(c3ccccc3)CC2)c1 | -77* | · | ? | · | 3% | 1% | ·
CCC(C)c1nc2ccsc2c(N2CCOC2=O)c1-c1ccccc1 (stereo unspecified) | 3 | · | -24% | · | -4% | 4% | ·
CCN1C(=O)C(CC(=O)Nc2ccc(OC)cc2)N(Cc2ccco2)C1=S (stereo unspecified) | -16 | 0% | -2% | 0% | -4% | -3% | 2%
Cc1nnc(SCC(=O)Nc2ccc(Br)cn2)[nH]c1=O | -12 | 11% | 33%[activator] | -6% | 0% | -3% | -8%
COc1ccc(CNC/C=C/c2ccccc2)cc1 | 21 | 5% | ? | 0% | -2% | 1% | -9%
Clc1cc(CSc2ccccc2)nc(-c2ccccc2)n1 | 24 | -3% | 18% | 4% | 2% | 110%[activator] | -28%
CCOc1ccc(OCCC(=O)OCC(=O)N2CCN(S(=O)(=O)c3ccc(C)cc3)CC2)cc1 | 12 | · | 3% | -13% | -3% | -8% | -9%
Cc1ccc(S(=O)(=O)NCCNS(=O)(=O)c2ccc(C)cc2)cc1 | -25 | 9% | -29% | -5% | -1% | 16% | 3%
CC(=O)NC(C)c1cc(F)c2cccnc2c1O (stereo unspecified) | -9 | · | · | -4%&5% | 2% | · | 2%&-11%
COc1ccc(C2c3sc(=O)[nH]c3SCC2C(N)=O)cc1 (stereo unspecified) | -33 | -1% | 11% | 2% | 0% | -3% | -13%
CC(C)c1ccc(NC(=O)C2Cc3c(-c4ccccc4Oc4ccccc4)ccnc3O2)cc1 (stereo unspecified) | -61* | · | · | · | -6% | 0% | ·
COc1ccc(C)c2sc(N(Cc3cccnc3)C(=O)C3CCCCC3)nc12 | 0 | · | · | 0% | 4%[15.4 µM] | · | ·
COc1ccc(S(=O)(=O)N2CCN(CC(=O)c3c(N)n(C)c(=O)n(C)c3=O)CC2)cc1OC | -4 | · | · | · | 1% | 25% | ·
CCOc1ccc(CCN2C(=O)C3C4CCC(O4)C3C2=O)cc1OCC (stereo unspecified) | 1 | · | 18% | -6% | 1% | 12% | -5%
O=C(COC(=O)[C@H](Cc1ccccc1)NS(=O)(=O)c1ccccc1F)NC1CCCCC1 | -12 | 1% | 11% | 5% | -8% | 10% | -5%
COc1ccc2c(c1OC)C(=O)OC2CC(=O)c1ccc(N(C)C)cc1 (stereo unspecified) | 18 | 0% | 13% | -11% | 4% | 0% | 1%
Clc1ccc(-c2nn3c(C4COc5ccccc5O4)nnc3s2)cc1 (stereo unspecified) | -99* | 2% | 3% | -3% | -8% | 6% | -21%
Cc1cc(N2CCOCC2)nc(N2CCOCC2)c1C#N | -10 | · | · | · | 8% | 0% | ·
CCCOc1ccc(C2C(=O)N(C3CCCCC3)CC(=O)N2CCc2ccccc2)cc1OC (stereo unspecified) | 0 | · | · | 7% | -1% | · | ·
CC(=O)N1CCN(c2ccc(NC(=O)c3ccc4ccccc4c3)cc2)CC1 | 16 | -4% | ? | 2% | 0% | 0% | 16%
CC1CCC/C=C/C(=O)c2c(O)cc(O)cc2CC(=O)O1 (stereo unspecified) | -105* | 0% | -36% | -3% | -3% | 6% | -12%
C/C(=N\NC(=O)c1cccc(Br)c1)c1ccccn1 | -103* | 2% | ? | -1% | -3% | -43% | -30%
CCN1CCCC1CNC(=O)CN(C)S(=O)(=O)c1ccc(Cl)cc1 (stereo unspecified) | -19 | -2% | -4% | ? | -1% | -12% | -12%
COc1ccc(C(=O)Cn2c(=O)c(CCC(=O)O)nn3c4ccccc4nc23)cc1OC | 24 | -7% | 1% | -2% | 4% | 0% | -15%
Cc1cc(S(=O)(=O)NCc2ccccn2)c(Cl)cc1Cl | ? | -4% | 14% | 3% | -2% | 49%[activator] | -17%
COc1cccc(NC(=O)CN(C)C(=O)c2cn(-c3ccccc3)nc2-c2cccs2)c1 | -26 | · | ? | 0% | -3% | -4% | -13%
CCCCn1c(N)c(N(CCOC)C(=O)CC2CCCCC2)c(=O)[nH]c1=O | -22 | · | 28% | · | 8% | -3% | ·
CC1CCCCN1C(=O)Cn1cc(C#N)c2ccccc21 (stereo unspecified) | 13 | 3% | -5% | -1% | -5% | 2% | -17%
Cc1cccc(NS(=O)(=O)c2ccc3c(c2)CCN3C(=O)CCC(=O)O)c1 | -4 | -1% | 19% | -3% | 0% | -2% | -28%
Cc1ccc(-n2ncc3c(NC4CCCC4)ncnc32)cc1 | -25 | · | · | -5% | 3% | · | ·
Cc1ccc(N2C(=O)C3C4C=CC(CNC(=S)N5CCN(c6ccccn6)CC5)(O4)C3C2=O)cc1 (stereo unspecified) | -10 | 0% | -23% | 0% | -10% | -5% | -2%
CC(NC(=O)c1cc(-c2ccc(Cl)cc2)on1)c1ccccc1 (stereo unspecified) | 7 | · | · | -7% | -2% | · | ·
Cc1ccc(C(=O)NNC(=S)Nc2cccc3ccccc23)s1 | 68 | -3% | 9% | 1% | 1% | 49%[activator] | -35%
COC(CNS(=O)(=O)c1ccc(Cl)cc1)c1ccccc1 (stereo unspecified) | -13 | -3% | 7% | -4% | 1% | -8% | -14%

2 of the compounds above, with values under each structure:
The line under a structure holds: HCMV inh	LmPK inh	HCV inhibitor	AmpC inh detg	Tb PYK inh	AMA1-RON2 inh	AmpC inh no detg
> COc1cccc(NC(=O)CN(C)C(=O)c2cn(-c3ccccc3)nc2-c2cccs2)c1
  -26	·	?	0%	-3%	-4%	-13%
> CCCCn1c(N)c(N(CCOC)C(=O)CC2CCCCC2)c(=O)[nH]c1=O
  -22	·	28%	·	8%	-3%	·

Screening results deposited in PubChem BioAssay by National Center for Advancing Translational Sciences (NCATS).
